# USP2a inh = inhibitors of human ubiquitin-specific protease USP2a. Potency, µM (doses to about 38.3 µM), for inactives: at the highest dose activity change, negative = inhibition, hits mostly inhibitors. USP2a enzymatic assay, qHTS inhibition. O75604. AID 927. 60,000 compounds, 0.1% hits;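 further: potency means the concentration at half of the fitted maximal effect; nearly all actives have a fitted effect of over 60% in size; plate controls were DMSO for no effect and NEM full inhibition control for full effect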
#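 USP2 core (20nM final) preincubated 30 min RT with compound, then Ub-PLA2 20nM and NBD C6-HPC 20uM final added; buffer 20mM Tris-HCl pH 8.0, 2mM CaCl2. Fluorescence Ex 460/Em 535 read at 0 and 2.5 h; normalized to NEM.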
# Tau filament bind = binds recombinant human tau filaments. recombinant tau filaments, thioflavin S fluorescence, 15 h; filaments grown with octadecylsulfate alongside compound. P10636. Potency, µM (doses to about 57.1 µM), inactives show top-dose activity change, negative = inhibition. AID 596. 71,000 compounds, 2% hits;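 further: potency means the concentration at half of the fitted maximal effect; on the % scale 0 is the no-effect control and ±100 the full control effect; actives lower thioflavin S fluorescence by blocking filaments or displacing dye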
#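 Recombinant tau protein (human, 1 uM final) plus 30 uM ODS in HEPES pH 7.4 with NaCl, DTT and thioflavine S. Compound present from the start; fluorescence at 510 nm after 15 h, 37 C.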
# Caspase-7 inhib = caspase-7 (human) inhibition, allosteric or competitive; P55210; recombinant caspase-7, Ac-DEVD-AFC fluorescence rate; Potency, µM (doses to about 57.5 µM), inactives show at the highest dose activity change, negative = inhibition, hits mostly inhibitors; 75,000 compounds, 0.02% hits; AID 889; active means well fitted inhibition curve with a large enough effect in the main read-out, with a control signal flat, not every such curve was filed as active; inconclusive means small, poorly fitted or top-dose-only effect, or a change in a side signal; further: potency means the concentration at half of the fitted maximal effect; % of control where 0% means no effect
# HEK293 cAMP cs = parental HEK293 cAMP activation (counter-screen); parental HEK293 CNG cAMP sensor, membrane potential fluorescence; 73,000 compounds, 2.5% hits; Potency, µM (doses to about 57.1 µM), inactives show at the top dose activation, actives largely listed as activators; further: potency means the concentration at half of the fitted maximal effect; % of control where 0% means no effect; nearly all actives have a fitted effect of over 55% in size
#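 Parental HEK 293 cells stably expressing a cAMP-gated CNG channel were loaded with membrane potential dye containing 100 uM RO 20-1724 for 60 min. Compound added for 30 min; depolarization read as fluorescence intensity at 590 nm.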
# TexasRed autofl = compound fluoresces in the Texas Red spectral region; Compound fluorescence, Texas Red channel, 547/618 nm; hits give high values; max dye-equivalent concentration, M; 59,000 compounds, 0.06% hits; in the data active means max dye-equivalent concentration above about 10 nM; inconclusive means between about 1.1 nM and that limit
#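 Dye-equivalent concentrations come from scaling compound signal (ex 547, em 618 nm) to six Texas Red standard concentrations run on every plate, after 15 min room-temperature incubation in pH 8.0 Tris (100 mM).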
# Rhodamine fluor = compound fluoresces in the rhodamine spectral region; Rhodamine-region fluorescence, 547/598 nm, Tris buffer; hits give high values; 59,000 compounds, 0.05% hits; max dye-equivalent concentration, M; in the data active means max dye-equivalent concentration above about 11 nM; inconclusive means between about 1.1 nM and that limit
#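 Compound fluorescence in 100 mM Tris, pH 8.0, read after 15 min at room temperature with 547 nm excitation and 598 nm emission. Output is dye-equivalent concentration from an on-plate rhodamine standard series.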
# Casp1 inh = allosteric or competitive inhibitors of human caspase-1 | P29466 | Caspase-1 enzyme, Ac-WEHD-AFC fluorogenic rate | Potency, µM (titrated, usually from 57.5 µM), without a hit: top-dose activity change, negative = inhibition, hits mostly inhibitors | 75,000 compounds, 0.03% hits;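 further: potency means the concentration at half of the fitted maximal effect; plate controls were vehicle for no effect and no substrate for full effect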
# Target sequence (P29466 120-297 limits assumed): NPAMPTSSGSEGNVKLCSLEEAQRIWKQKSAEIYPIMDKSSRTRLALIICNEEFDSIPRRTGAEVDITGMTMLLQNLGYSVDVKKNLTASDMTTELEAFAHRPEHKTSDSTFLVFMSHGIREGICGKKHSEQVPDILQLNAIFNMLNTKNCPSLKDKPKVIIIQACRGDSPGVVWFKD
# Target sequence (P29466 317-404 limits assumed): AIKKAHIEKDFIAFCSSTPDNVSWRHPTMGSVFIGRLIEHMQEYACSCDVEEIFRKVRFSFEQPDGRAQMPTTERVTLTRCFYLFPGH
# HADH2 inh = blocks human hydroxyacyl-CoA dehydrogenase type II. 73,000 compounds, 3.4% hits. Potency, µM (highest dose often 57.1 µM), for the others: top-dose activity change, negative = inhibition, most hits filed as inhibitors. recombinant HADH2, NADH fluorescence, beta-hydroxybutyryl-CoA. AID 886; further: potency means the concentration at half of the fitted maximal effect; on the % scale 0 is the no-effect control and ±100 the full control effect; nearly all actives have a fitted effect of over 60% in size; many of its hits are not listed in these tables
#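 NADH fluorescence (ex 360/em 450 nm) read every 30 s for 4 min; activity taken as last-minus-first time point difference. Enzyme 20 nM, NAD+ 1 mM, beta-hydroxybutyryl-CoA 90 uM, pH 9.0 Tris buffer.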
# Luciferase inh = blocks Photinus pyralis firefly luciferase activity; purified firefly luciferase, luminescence, 8 min; Potency, µM (series often up to 57.1 µM), without a hit: top-dose activity change, negative = inhibition, most hits filed as inhibitors; 72,000 compounds, 2.2% hits; AID 411; further: potency means the concentration at half of the fitted maximal effect; on the % scale 0 is the no-effect control and ±100 the full control effect; nearly all actives have a fitted effect of over 40% in size
# Target sequence (P08659 whole entry, looked up): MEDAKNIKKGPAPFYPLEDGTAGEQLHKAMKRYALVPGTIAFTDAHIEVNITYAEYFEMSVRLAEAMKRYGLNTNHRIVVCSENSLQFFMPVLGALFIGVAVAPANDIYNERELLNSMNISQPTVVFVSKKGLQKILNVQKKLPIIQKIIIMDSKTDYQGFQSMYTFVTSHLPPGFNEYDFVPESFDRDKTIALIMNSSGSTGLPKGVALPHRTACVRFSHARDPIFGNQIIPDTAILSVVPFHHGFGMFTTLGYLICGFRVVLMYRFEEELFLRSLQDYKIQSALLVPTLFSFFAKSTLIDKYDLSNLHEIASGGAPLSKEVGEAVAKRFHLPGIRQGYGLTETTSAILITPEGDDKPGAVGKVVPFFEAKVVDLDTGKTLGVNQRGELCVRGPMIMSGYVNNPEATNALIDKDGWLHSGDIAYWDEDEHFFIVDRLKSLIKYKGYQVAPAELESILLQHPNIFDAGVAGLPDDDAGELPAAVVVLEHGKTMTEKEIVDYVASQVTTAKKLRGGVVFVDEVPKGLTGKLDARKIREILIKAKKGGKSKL
#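 Luminescence read-out after 8 min at room temperature; enzyme reaction used luciferin plus 10 uM ATP (linear range) in imidazole buffer pH 7.2 with KCl, MgCl2, Tween 20 and BSA. Each sample was run as a titration.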
# Fluorescein fluor = fluorescein region autofluorescence. Compound autofluorescence, 480/540 nm, fluorescein-equivalent; hits give high values. max fluorescein-equivalent concentration, M. 59,000 compounds, 0.91% hits; in the data active means max fluorescein-equivalent concentration above about 10 nM; inconclusive means between about 1.1 nM and that limit
#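 In this qHTS profile, compound fluorescence was measured with a 480 nm/540 nm filter pair following a 15-min room-temperature incubation in 100 mM Tris (pH 8.0). A six-point fluorescein series on each plate served for normalization.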
# ERK AVP block = blocks ERK signaling stimulated by vasopressin; Potency, µM (highest dose often 57.5 µM), for inactives: at the highest dose activity, negative = inhibition, actives largely listed as inhibitors; AID 995; 72,000 compounds, 0.99% hits; HEK293-V1b, vasopressin-stimulated pERK AlphaScreen; further: potency means the concentration at half of the fitted maximal effect; on the % scale 0 is the no-effect control and ±100 the full control effect; nearly all actives have a fitted effect of over 55% in size
#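 qHTS, compounds titrated on V1b-expressing HEK293 cells. Preincubation 30 min at 37C, vasopressin 25 nM for 5 min, lysis 10 min, bead incubation 5 hr at room temperature.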
# Starred values were filed as active, the others as inactive; i = inactive; ? = inconclusive; . = not tested or not shown; [ ] = another dose, or the depositor's remark. Unless noted, the call rests on the fitted dose curve; in most records, active means well fitted curve in the direction sought with a large enough effect; inconclusive means small, poorly fitted or top-dose-only effect, or another doubt; inactive means no such curve, though single readings can be large; an effect the other way counts as inactive or inconclusive.
SMILES,USP2a inh,Tau filament bind,Caspase-7 inhib,HEK293 cAMP cs,TexasRed autofl,Rhodamine fluor,Casp1 inh,HADH2 inh,Luciferase inh,Fluorescein fluor,ERK AVP block
O=C(Nc1cccc(F)c1)c1cccc(S(=O)(=O)N2CCOCC2)c1,5%,-10%,-19%,-3%,i,i,?,15%,2%,i,-14%
CO[C@@H]1COC(=O)C/C=C\[C@@H](C)COC(=O)[C@H](COCc2ccccc2)NC(=O)C/C=C\[C@H]1C,.,.,1%[11.5 µM],2%[11.4 µM],.,.,-2%[11.5 µM],11%[11.4 µM],1%[11.4 µM],.,8%[11.5 µM]
Cc1nn(-c2ccc(C(=O)Nc3nnc(C4CC4)s3)cc2)c(C)c1Cl,11%,-8%,-3%,11%,?,i,3%,5%,-1%,i,7%
COc1ccc(-n2c(Cc3cccn3C)nnc2SCC(=O)N2CCCC2)cc1,.,8%,-1%,-12%,.,.,0%,-4%,-2%,.,-27%
Cc1nc2ccc(NC(=O)Cc3cccs3)cc2s1,25%,-14%,-3%,?,i,i,1%,4%,25µM*,?,-17%
CCCCOc1ccc(C(=O)N2CCC(C)CC2)cc1,1%,-5%,-2%,18%,?,i,-2%,-1%,2%,i,1%
CCN1CCN(CC(O)COc2cccc(OC)c2)CC1 (configuration not stated),-3%,3%,-1%,6%,i,i,2%,-2%,0%,i,-5%
Cc1noc(C)c1-c1cc(N(C)Cc2ccco2)ncn1,72%[activator],-3%,-8%,-5%,i,i,-3%,?,2%[2.29 µM],?,-10%
COC(=O)c1[nH]c2cc(OC)ccc2c1NC(=O)CN1CCC(C(N)=O)(N2CCCCC2)CC1,10%,2%,-2%,4%,i,i,-1%,-7%,0%,?,-10%
O=C(NCc1cn2ccsc2n1)c1cccs1,.,0%,1%,-1%,.,.,-3%,-5%,2%,.,.
O=C(C1CC(c2ccc(F)cc2)=NO1)N1CCN(Cc2ccccc2)CC1 (configuration not stated),.,10%,-2%,21%,.,.,0%,-10%,3%,.,-26%
COC(=O)CSc1nnc(-c2sc3cc(OC)ccc3c2Cl)n1C,16%,19%,1%,2%,?,i,-6%,-5%,0%,i,-24%
NC(=O)CSc1nnc(CNc2ccc(F)cc2)n1CC1CCCO1 (configuration not stated),2%,-3%,0%,2%,i,i,-1%,7%,-1%,i,-11%
COc1ccc(NC(=O)Cc2nn(C)c(=O)c3ccccc23)c2ncccc12,13%,-9%,-1%,11%,i,i,2%,29%,5%,?,-21%
CCCc1nc2ccccc2c(=O)n1/N=C/c1ccc(O)cc1O,4%,4%,1%,2%,?,i,-1%,1%,1%,?,-3%
COc1ccc(C(=O)OCCN=C2NS(=O)(=O)c3ccccc32)cc1OC,4%,0%,0%,0%,i,i,-6%,6%,0%,i,-25%
CCCCNC(=O)CCn1c(=O)c2ccccc2n(CC(=O)Nc2ccccc2OCC)c1=O,13%,8%,1%,-1%,?,i,1%,17%,-1%,i,-5%
COc1ccc(Nc2nc(N)nc(C(F)(F)F)n2)c(OC)c1,-4%,-2%,0%,6%,i,i,0%,-8%,0%,i,-22%
Cc1ccccc1N1CCN(S(=O)(=O)c2ccc3oc(=O)ccc3c2)CC1,26%,-17%,-1%,28%,i,i,-2%,2%,-1%,i,18%
CC(=O)c1ccc(NC(=O)c2cc(CC(C)C)on2)cc1,.,-3%,-2%,3%,.,.,0%,4%,-9%,.,5%
C=CCNC(=O)CN1C2CCCC1CC(NC(=O)c1ccccc1C)C2 (configuration not stated),0%,1%,0%,0%,i,i,0%,-7%,2%,?,13%
Cc1cccc(-n2ncc3c(NCc4ccccc4)ncnc32)c1,.,i,-2%,11%,.,.,-4%,?,-16%,.,.
CC(=O)c1cccc(NS(=O)(=O)c2c(C)noc2C)c1,4%,3%,1%,6%,?,i,0%,1%,2%,i,-12%
COc1ccc(S(=O)(=O)N2CCOCC2)cc1C(C)C,-1%,-5%,0%,2%,?,i,2%,6%,-1%,?,7%
CCn1cnc2sc(C(=O)Nc3ccc4c(c3)OCO4)c(C)c2c1=O,11%,-4%,-2%,4%,i,i,-1%,2%,?,i,-12%

# Full records as entered above.
# COc1ccc(-n2c(Cc3cccn3C)nnc2SCC(=O)N2CCCC2)cc1 is listed as USP2a inh: .; Tau filament bind: 8%; Caspase-7 inhib: -1%; HEK293 cAMP cs: -12%; TexasRed autofl: .; Rhodamine fluor: .; Casp1 inh: 0%; HADH2 inh: -4%; Luciferase inh: -2%; Fluorescein fluor: .; ERK AVP block: -27%
# Cc1noc(C)c1-c1cc(N(C)Cc2ccco2)ncn1 is listed as USP2a inh: 72%[activator]; Tau filament bind: -3%; Caspase-7 inhib: -8%; HEK293 cAMP cs: -5%; TexasRed autofl: i; Rhodamine fluor: i; Casp1 inh: -3%; HADH2 inh: ?; Luciferase inh: 2%[2.29 µM]; Fluorescein fluor: ?; ERK AVP block: -10%

# Continued:
SMILES,USP2a inh,Tau filament bind,Caspase-7 inhib,HEK293 cAMP cs,TexasRed autofl,Rhodamine fluor,Casp1 inh,HADH2 inh,Luciferase inh,Fluorescein fluor,ERK AVP block
CC12CC(NC(=O)N1c1cccc(C(=O)NCc3ccc4c(c3)OCO4)c1)c1cc(Cl)ccc1O2 (configuration not stated),53%[activator],22%,-6%,1%,i,i,-2%,13%,2%,?,?
Cn1c(SCC(=O)N2CCN(Cc3ccccc3)CC2)nnc1-c1ccncc1,14%,11%,0%,-10%,i,i,1%,9%,1%,i,-19%
O=C(O)c1ccc([N+](=O)[O-])c(P(=O)(O)O)c1,.,9%[11.4 µM],0%[11.5 µM],3%[11.4 µM],i,i,-5%[11.5 µM],6%[11.4 µM],1%[11.4 µM],i,13%[11.5 µM]
COc1ccc(OC)c(C(=O)CSc2nnnn2C)c1,-8%,4%,6%,1%,i,i,0%,-26%,7%,?,4%
CCCCn1c(SCC(=O)Nc2cc(C)on2)nc2ccsc2c1=O,-6%,3%,-1%,?,i,i,-1%,10%,-2%,?,-28%
CCCSc1nc(N)c(C#N)c(-c2ccc(C)cc2)c1C#N,-3%,122%,-2%,-8%,i,i,-2%,-7%,-1%,?,13%
O=C(c1csnn1)N1CCC2(CCCN(c3cccc(-c4ccccc4)c3)C2)CC1,146%[activator],10%,-4%,?,i,i,-5%,18%,1%[11.4 µM],i,-19%
CCS(=O)(=O)NCCc1cc2ccc(C)cc2[nH]c1=O,11%,-8%,1%,?,i,i,1%,-12%,-2%,i,0%
CCc1ccc2oc(=O)cc(CN3CCCCC3C)c2c1 (configuration not stated),-29%,?,0%,25µM*,i,i,-2%,?,-1%,i,13%
CCOC(=O)N/N=C1/C[C@@H](O)[C@@H](O)[C@@H]2[C@@H]3C(=O)N(Cc4ccc5c(c4)OCO5)C(=O)[C@H]3CC[C@H]12,.,.,-1%[11.5 µM],2%[11.4 µM],.,.,0%[11.5 µM],1%[11.4 µM],0%[11.4 µM],.,0%[11.5 µM]
CCOC(=O)C1=C(C)N(C)C(C)=C(C(=O)OCC)C1c1ccncc1,2%,-13%,-1%,18%,i,i,0%,-6%,0%,i,-10%
N#CCSc1nnc(C2CCCCC2)n1Cc1ccccc1,.,7%,2%,20%,i,i,-1%,-5%,0%,i,-8%
COc1ccc(C2CC(C(F)(F)F)n3ncc(C(=O)NCc4cccnc4)c3N2)cc1OC (configuration not stated),9%,-7%,-3%,3%,?,i,0%,6%,-1%,i,?
CS(=O)(=O)N1CCc2cc(-c3csc(NC(=O)Cc4cccs4)n3)ccc21,30%[activator],-8%,-2%,24%,i,i,-1%,-1%,-8%,?,12%
COc1ccc(CCNC(=O)CC2Nc3cc(C)c(C)cc3NC2=O)cc1OC (configuration not stated),9%,-18%,-6%,8%,i,i,-7%,11%,1%,i,-19%
Cn1c(COc2ccccc2)nnc1SCc1nc2ccccc2[nH]1,21%,-16%,0%,0%,i,i,-7%,11%,1%,?,?
CCc1cc(=O)oc2cc(OCC(=O)OC)c(Cl)cc12,3%,7%,-3%,-14%,.,.,-2%,5%,0%,.,?
CCN(C(=O)c1cc(Cl)ccc1OC)C1CCCCC1,0%[7.66 µM],-7%[11.4 µM],3%,?,.,.,-1%,8%[11.4 µM],1%,.,-7%
CCOC(=O)CN1C(=O)C(O)=C(C(C)=O)C1c1ccccc1 (configuration not stated),7%,-17%,1%,9%,i,i,0%,-15%,5%,i,0%

# From PubChem BioAssay

# An excerpt, so the mix of outcomes need not match the whole.
